Screening results (PubChem BioAssay)
PMI activator: phosphomannose isomerase (human) activation. P34949. purified human PMI, coupled resazurin fluorescence, 20 min; stronger effect = higher value; 1 = vehicle control, 0 substrate-free wells. activation factor at 20 µM. 190,000 tested, 0.005% active. AID 1214;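 active means activation factor of 2 or more at 20 µM, relative to plate controls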
PMI act satM6P: increases human PMI activity with near-saturating mannose 6-phosphate; 190,000 tested, 0.34% active; coupled PMI enzyme assay, resazurin fluorescence, 20 min; stronger effect = higher value; 1 = untreated enzyme, 0 = substrate-free blank; P34949; AID 1216; activation factor at 20 µM;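 active means activation factor of 2 or more at 20 µM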
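test system = human PMI in coupled enzyme assay | medium = HEPES-buffered pH 7.4 with magnesium and detergent | also added = 1.0 mM mannose-6-phosphate substrate with 0.22 mM NADP+ | compound = 20 µM single dose | times = 20 min incubation at room temperature | measured by = resorufin fluorescence (Ex 544/Em 590 nm) from resazurin via diaphorase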
RAM network inh: blocks the yeast RAM network. S. cerevisiae dse1pr::URA3 reporter, 5-FOA growth OD615, 2 d; analog-sensitive cbk1-as2 kinase mutant strain. 190,000 tested, 1.8% active. AID 868. inhibition, % at 50 µM;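 active means inhibition above a set limit, 3 SD over mean compound inhibition, cut at about 8.4% in these data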;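 further: 0% = DMSO-only wells with no growth and 100% = 10 µM 1-NA-PP1 full growth; inhibition rescues growth on 5-FOA so higher OD means more RAM inhibition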
HMGR II inh: E. faecalis class II HMG-CoA reductase inhibition; purified E. faecalis HMGR, NADPH absorbance 340 nm kinetic; AID 1066; inhibition, % at 10 µM; 190,000 tested, 0.41% active;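 active means inhibition above a set limit, the median over all tested compounds plus 3 SD, cut at about 9.5% in these data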;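 further: enzyme runs in reverse so mevalonate oxidation gives rising NADPH absorbance; 0% = complete reaction with DMSO and 100% = background rate lacking mevalonate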
TNAP inh hiacc: TNAP (human) inhibition, high acceptor; purified TNAP, CDP-star luminescence, 1 M DEA; inhibition, % at 20 µM; 200,000 tested, 0.03% active;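 active means over 50% inhibition of tissue-nonspecific alkaline phosphatase at 20 µM in the single-dose screen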;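 further: plate controls were DMSO wells for no effect and EDTA-quenched wells as full inhibition for full effect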
Target sequence (P05186 whole entry, looked up): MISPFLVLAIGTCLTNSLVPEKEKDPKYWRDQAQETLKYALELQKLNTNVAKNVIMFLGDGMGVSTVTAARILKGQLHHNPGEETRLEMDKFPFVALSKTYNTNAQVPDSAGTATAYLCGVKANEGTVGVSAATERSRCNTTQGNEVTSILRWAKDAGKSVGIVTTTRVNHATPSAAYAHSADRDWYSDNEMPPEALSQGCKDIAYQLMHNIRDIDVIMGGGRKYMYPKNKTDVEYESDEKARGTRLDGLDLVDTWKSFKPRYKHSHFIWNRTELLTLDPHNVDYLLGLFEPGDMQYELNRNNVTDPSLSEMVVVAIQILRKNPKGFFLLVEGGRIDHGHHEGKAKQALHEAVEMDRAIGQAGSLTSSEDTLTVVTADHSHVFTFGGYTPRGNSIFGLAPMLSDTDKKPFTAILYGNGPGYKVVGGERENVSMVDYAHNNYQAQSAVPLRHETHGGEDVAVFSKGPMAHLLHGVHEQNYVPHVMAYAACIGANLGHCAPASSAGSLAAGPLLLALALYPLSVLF
DTT redox prof: compounds producing H2O2 with reducing agent – biochemical, NIH compound library profiling, artefact control for MLSCN library redox annotation, primary screen; DTT-dependent redox cycling H2O2, phenol red/HRP absorbance; 100% = 100 µM peroxide control, 0% = buffer; activation, % at 10 µM; 200,000 tested, 0.03% active;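 active means activation of at least 50% relative to the plate's high and low controls in the primary single-dose screen; inactive means activation below 50%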;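 further: compound incubated with DTT at 0.8 mM final as the reducing agent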
L major viab: inhibitors of Leishmania major promastigote growth | AID 1063 | inhibition, % at 10 µM | 200,000 tested, 9% active | Leishmania major promastigotes, resazurin fluorescence viability; in the data active means inhibition above about 50%;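 further: promastigotes grown with compound for 44 hours at 28 °C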
Hsp70 activator: transcriptional activators of Hsp70. HeLa Hsp70 promoter luciferase reporter, luminescence; scaled: vehicle 0, proteasome-inhibitor control 100%. activation, % at 10 µM. 200,000 tested, 0.04% active;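 active means activation above the mean across all tested compounds plus 3 SD, cutoff set per campaign, cut at about 5.5% in these data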;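 further: 100% = MG132 at 30 µM as the positive control and 0% = DMSO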
S1P3 antag: S1P3 (human) receptor antagonism; Q99500; CHO S1P3 NFAT-BLA reporter, FRET fluorescence, antagonist mode; inhibition, % at 4.98 µM; 170,000 tested, 0.27% active; AID 485;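 active means inhibition above the plate cutoff, the mean inhibition of test wells on that plate plus 3 SD, cut at about 28% in these data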;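 further: cells challenged with S1P at its EC80 of 0.8 µM; blue over green emission ratio from cleaved BLA substrate after 4 h stimulation; 0% = S1P-stimulated wells and 100% = unstimulated DMSO-only wells; some compounds past the cut are filed as inactive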
Target sequence (Q99500 whole entry, looked up): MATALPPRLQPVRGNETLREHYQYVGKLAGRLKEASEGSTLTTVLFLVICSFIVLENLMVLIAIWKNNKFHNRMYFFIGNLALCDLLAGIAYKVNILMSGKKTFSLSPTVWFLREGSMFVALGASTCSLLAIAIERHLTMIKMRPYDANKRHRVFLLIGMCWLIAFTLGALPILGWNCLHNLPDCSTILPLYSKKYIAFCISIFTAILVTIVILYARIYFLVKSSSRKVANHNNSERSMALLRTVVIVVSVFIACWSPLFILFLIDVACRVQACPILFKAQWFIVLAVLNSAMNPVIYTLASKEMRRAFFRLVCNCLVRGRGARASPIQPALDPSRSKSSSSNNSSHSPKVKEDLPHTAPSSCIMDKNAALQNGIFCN
TNAP inh noacc: TNAP (human) inhibition, acceptor-free conditions. P05186. purified TNAP, CDP-star luminescence, 30 min. inhibition, % at 20 µM. 200,000 tested, 0.26% active. AID 1012;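 active means tissue-nonspecific alkaline phosphatase inhibition above about 50% at 20 µM in the single-dose screen, limit read from the data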;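 further: 0% = DMSO negative control and 100% = EDTA positive control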
* marks the source's active call; other numbers are inactive results; · = no result given. Rows are unselected; any-hit rate near 12%.

SMILES	PMI activator	PMI act satM6P	RAM network inh	HMGR II inh	TNAP inh hiacc	DTT redox prof	L major viab	Hsp70 activator	S1P3 antag	TNAP inh noacc
CSc1ccccc1C(=O)NCCCOC(C)C	1.1	1	1.5	-6	-7	0.0	-5	-0.4	·	-10
O=C(CSCc1ccc([N+](=O)[O-])cc1)NC1CC1	1	1	1.2	-8	-5	-0.2	12	-0.2	4	-2
CC(C)(C)SCCNC(=O)c1cccc([N+](=O)[O-])c1	1	1	1.4	2	-5	-0.1	45	0.1	0	-7
COc1ccc(CNc2nc(NCc3ccc(OC)cc3)n(C(=O)c3ccncc3)n2)cc1	1	1	0.7	-2	-4	7.9	-7	-0.2	-15	-9
CC(C)NC(=O)CC(=O)NN=C1CCCCC1	1.1	1.1	1.2	-3	-10	-0.7	-6	-0.1	12	-6
O=C(C1CCC1)N1CCc2cc(S(=O)(=O)NCC3COc4ccccc4O3)ccc21 (centres undefined)	0.8	0.7	4.4	0	-5	2.1	1	-0.4	-31	-12
COC(=O)C(=C/C(C)=C/c1cccnc1)C(=O)OC	0.9	0.9	1.8	0	-4	-0.6	71*	-0.1	3	-8
Cc1ccc(Cl)cc1NC(=O)c1ocnc1C	1	1	2.0	-1	-4	0.0	2	1.2	·	-10
CCOc1ccc2nc(SCc3ccc(OC)cc3)sc2c1	0.8	0.9	0.9	2	1	0.9	-7	0.2	-6	-4
Cc1ccc(OCC(=O)NNC(=O)C2CCN(c3ncccn3)CC2)cc1	1	0.9	0.4	-5	-4	1.9	-6	-0.4	·	-21
O=C(O)CCCC(=O)Nc1nncs1	1	1	-0.4	8	-6	0.1	-7	-0.4	-10	-12
COc1ccccc1Nc1nc2c(s1)CCC2	0.7	0.8	0.1	-1	-6	-1.5	47	-0.3	6	-15
Cc1ccc(S(=O)(=O)N2CCOCC2)cc1C(=O)c1nccn1C	1	0.8	-0.1	2	3	-3.3	-17	-0.4	-26	-1
CCCCNC(=S)Nc1ccc(Cl)cc1	1.1	1.1	0.8	-6	-7	-0.5	25	-0.1	26	4
COc1ccc(-c2cc(C(F)F)n3ncc(C(=O)NCCCN4CCCC4=O)c3n2)cc1	0.9	0.9	2.0	3	-3	-1.2	16	-0.1	-10	-12
CCOC(=O)NCCc1ccc(OC)cc1	0.9	1	1.2	0	-6	0.2	-7	-0.2	-17	-16
OCCN1CCN(c2cc(-c3ccccc3)c3ccccc3n2)CC1	1	1	0.7	5	-4	·	69*	-0.2	-4	-1
CCCn1c(=N)n(CC(=O)c2cccs2)c2ccccc21	0.9	0.9	-0.1	0	-5	0.6	8	0.4	-21	-10
CN(C)C(CNC(=O)c1ccc2c(c1)S(=O)(=O)c1ccccc1C2=O)c1ccco1 (centres undefined)	1.1	1.1	0.6	-3	1	-0.9	20	-0.4	-23	-8
CN(C)c1nc(Nc2ccccc2)nc(N(C)C)n1	0.9	1	2.4	-3	-2	-2.0	39	-0.3	·	-9
COc1ccc(Br)cc1CNC(=O)C1CCN(S(=O)(=O)N2CCCC2)CC1	1	1	1.3	0	2	2.7	-4	0.0	-2	-6
Cc1nnc(SCC(=O)c2ccc(Cl)cc2)s1	1	1	0.1	-4	-3	-0.2	5	0.0	-4	-14
Cn1c(C(O)c2ccccc2)nc(Cl)c1Cl (centres undefined)	1	1	1.3	1	-8	0.3	-5	0.0	14	-11
Cc1ccccc1OCc1nnc(SC(C)C(=O)O)n1Cc1ccccc1 (centres undefined)	1	1	2.2	0	-3	-0.8	-3	-0.2	-12	-2
O=C(COc1ccccc1[N+](=O)[O-])N(Cc1ccccc1)c1ccccn1	1	1	3.1	6	-3	0.4	-1	0.1	4	-3
CNC(=O)COC(=O)COc1ccc2c(C)cc(=O)oc2c1	1.2	1.1	-0.4	-2	-3	-2.1	-4	-0.1	-7	-10
CCOC(=O)c1c(NC(=O)CC2SC(N)=NC2=O)sc2c1CCCC2 (centres undefined)	0.9	0.9	3.5	-4	-2	-0.3	1	-0.3	·	-10
CC(C)C(=O)Nc1cccc(NC(=O)c2cccc(F)c2)c1	1	1	0.5	-1	-4	0.2	-6	-0.2	-3	-13
COc1cccc(C(=O)N2CCN(Cc3ccco3)CC2)c1OC	1	1	-0.3	0	-9	1.6	-6	-0.1	-1	-17
COc1ccccc1NC(=S)NC(=O)/C=C/c1ccco1	0.8	0.7	0.3	-6	1	-0.5	10	-0.4	-7	-4
CCc1cc[n+](CC(=O)Nc2ccc(Cl)cc2Cl)cc1	1.1	1.1	1.4	-1	1	-1.6	-3	-0.1	-14	1
CN(C(=O)COc1ccccc1)C1CCS(=O)(=O)C1 (centres undefined)	0.9	0.9	-0.1	1	-3	0.1	-3	0.3	4	-8
O=C(CSc1nccc(=O)[nH]1)Nc1ccc(Br)c(Cl)c1	0.9	0.9	3.7	-4	-4	0.0	-12	-0.4	-3	-7
NC(=O)COC(=O)c1ccc(Cl)c(S(=O)(=O)N(Cc2ccccc2)c2ccc(Cl)cc2)c1	0.8	0.8	7.1	-3	0	0.1	-1	-0.6	1	-7
Cc1cc(CNC(=S)Nc2cccc(Cl)c2Cl)nn1C	1	1	-0.4	-2	-5	-0.8	2	-0.2	-15	-8
Cc1cc(C)c(C(N)=O)c(NC(=O)Nc2ccccc2)n1	1	0.9	3.8	-3	-4	-5.1	-13	-0.3	·	-14
COc1ccc(C(CC(=O)Nc2cc(OC)cc(OC)c2)n2cccc2)cc1 (centres undefined)	0.8	0.9	4.1	-5	-6	0.2	96*	-0.3	-4	-29
CCOc1ccc(/C=N/Nc2ccccn2)cc1	1	1.1	1.5	-2	1	-2.0	16	-0.1	11	-1
O=C(CCCN1C(=O)/C(=C/c2cccs2)SC1=S)Nc1ccccn1	0.9	0.9	0.9	-10	6	-0.8	4	-0.3	-1	-1
COc1ccc(CCn2c(-c3ccco3)nc3ccccc3c2=O)cc1OC	0.9	1	4.0	-6	-3	3.6	-1	-0.3	8	-8
COc1ccc(S(=O)(=O)Cc2ccc(C(=O)NCCc3ccc(S(N)(=O)=O)cc3)o2)cc1	0.9	0.9	0.5	-8	-8	0.1	-6	0.2	-34	-12
CC1CC1C(=O)Nc1cc(S(=O)(=O)N2CCOCC2)ccc1N1CCCC1 (centres undefined)	1	1	1.7	0	-3	0.1	-6	-0.1	-9	-12
COc1ccccc1N1CCN(CCC(=O)Nc2ccc3c(c2)OCO3)CC1	1	1	0.0	-6	-3	0.1	1	-0.6	·	-6
CC(=O)NC(=O)COC(=O)/C=C/c1c(C)nn(Cc2c(Cl)cccc2Cl)c1Cl	0.9	1	2.8	-2	-3	0.1	-10	0.0	·	0
S=C1NC[C@H](c2ccccc2)N1CC1CCCCC1	0.9	1	-1.0	-2	-8	-1.1	8	-0.3	4	-5
Cn1c(=O)c2c(nc(SCCN3CCOCC3)n2Cc2cccc3ccccc23)n(C)c1=O	1	1	1.5	1	-1	-2.6	23	-0.3	·	-12
CN(C)c1cc(NC(=O)CN2CCOCC2)c2ccccc2n1	·	·	·	·	·	-0.4	-5	-0.3	-10	·
O=C(Cc1cccs1)N/N=C/C=C/c1ccccc1	0.9	1	2.4	-5	6	0.3	-4	0.6	2	0
NS(=O)(=O)c1ccc(NC(=O)CCc2ccccc2)cc1	0.9	1	2.7	-2	-5	-0.5	-5	-0.4	-10	-14
CCOC(=O)c1nn(-c2ccccc2)c(C)c1C(C)=O	1	1	1.6	0	-7	0.1	4	-0.4	·	-16

Next records.
SMILES	PMI activator	PMI act satM6P	RAM network inh	HMGR II inh	TNAP inh hiacc	DTT redox prof	L major viab	Hsp70 activator	S1P3 antag	TNAP inh noacc
COc1ccc(CNCC(=O)Nc2ccccc2-n2cccc2)cc1	1.1	1.1	0.0	-5	-1	-2.0	-5	-0.1	-2	2
Cc1ccc(S(=O)(=O)c2c(N)n(CCC(C)C)c3nc4ccccc4nc23)cc1	0.9	1	1.1	3	-5	0.9	69*	-0.1	·	-9
CCOC(=O)c1ccc(NC(=O)Cn2nnc(-c3ccc(C)cc3)n2)cc1	1	1	5.0	5	-5	0.0	0	-0.2	-50	-27
Cc1ccccc1C(=O)NNC(=S)Nc1cccc(C(F)(F)F)c1	1.2	1.2	2.9	1	-8	0.1	0	0.2	18	-87
c1cc2c(cc1C1CCCCC1)c1c3n2CCCNC3CCC1 (centres undefined)	0.9	1	-0.9	3	4	-0.3	100*	-0.2	·	6
Cc1ccc(CNC(=O)COC(=O)CSc2ccc(Br)cc2C)cc1	0.8	0.8	3.9	2	6	0.1	-5	-0.1	-8	-8
CCCC1=[N+](CC(C)=O)CCn2c(C)ccc21	1.4	1.1	-0.1	-2	5	-0.8	7	0.0	-31	0
Fc1ccccc1CNc1ccc(Cl)c(Cl)c1	0.9	0.9	0.3	-2	0	-4.2	1	0.0	·	-4
c1ccc(Cc2nnc(-c3ccccc3)o2)cc1	1	1	0.5	-1	-7	1.0	-1	0.1	25	-10
CC(N=C1NC(C)(C)Cc2ccccc21)C(=O)O (centres undefined)	1	1.1	0.4	-2	0	-0.9	1	-0.2	3	-3
Cc1ccc(C2=N/C(=C\c3cccs3)C(=O)N2Nc2ccccc2)cc1	0.9	1	2.8	-2	10	1.2	7	-0.3	·	9
Cc1ccc(C2CC(=O)Nc3sc(C(N)=O)c(N)c32)cc1 (centres undefined)	0.9	0.9	-0.2	1	-9	-0.2	-3	0.0	22	-14
CC(=O)c1cc(NC(=O)c2ccccc2)c(=O)oc1/C=C/N(C)C	1.1	1	1.4	-2	13	1.9	-2	-0.5	·	21
CCOC(=O)N1CCN(C(=S)NC(=O)c2c(-c3c(Cl)cccc3Cl)noc2C)CC1	1	1	3.5	-6	-5	-0.1	15	-0.1	-9	-9
O=c1c2ccccc2nc(SCCN2CCCCC2)n1CCc1ccccc1	·	·	0.7	-4	-6	0.3	86*	-0.3	-4	-9
CCC1CCc2c(sc(N)c2C(N)=O)C1 (centres undefined)	·	·	0.7	1	·	0.4	7	-0.5	·	·
CCCc1cc(C(=O)Nc2cc(Br)ccc2O)no1	0.9	0.9	1.7	-6	-4	-0.3	-16	-0.3	35	10
O=[n+]1c2c(n([O-])c3cc(F)c(F)cc31)CCCC2	0.8	0.5	1.8	-7	-3	-5.0	-2	-0.2	15	-2
CC(NC(=O)C1CCC1)c1ccc(Br)cc1 (centres undefined)	1	1	1.5	-6	-1	0.2	-1	-0.1	21	3

Entries of single compounds from above. Values in the order: PMI activator, PMI act satM6P, RAM network inh, HMGR II inh, TNAP inh hiacc, DTT redox prof, L major viab, Hsp70 activator, S1P3 antag, TNAP inh noacc
Results for CC(=O)c1cc(NC(=O)c2ccccc2)c(=O)oc1/C=C/N(C)C → 1.1, 1, 1.4, -2, 13, 1.9, -2, -0.5, ·, 21
Results for O=[n+]1c2c(n([O-])c3cc(F)c(F)cc31)CCCC2 → 0.8, 0.5, 1.8, -7, -3, -5.0, -2, -0.2, 15, -2
